# GPR7 antagonist: antagonists of human GPR7 (neuropeptides B/W receptor 1). hit rate 1.1% among 290,000. AID 1861. P48145. inhibition, % at 4.4 µM. GPR7-expressing cells, fluorescence antagonist assay; in the data active = inhibition above about 16%, passing the limit was not always enough;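 also: cells stimulated with the agonist NPW; 0% = agonist with vehicle and 100% = vehicle without agonist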
# PHOSPHO1 inh: blocks human PHOSPHO1 phosphatase activity | Q8TCT1 | inhibition, % at 13.3 µM | AID 1565 | hit rate 1.1% among 290,000 | recombinant PHOSPHO1, absorbance phosphatase assay; in the data active = inhibition above about 60%
# GalR3 antag: human GalR3 antagonism. hit rate 0.44% among 360,000. inhibition, % at 3 µM. HEK293 GalR3-CNG cAMP membrane potential fluorescence; galR3 body fused to GalR1 C-terminus;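 active = inhibition above the screen-wide average plus 3 SD, cut at about 13% in these data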;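 also: forskolin and galanin both at EC90 stimulate the cells; cAMP rise reported by CNG channel membrane potential dye signal; 0% = forskolin plus galanin with DMSO and 100% = forskolin alone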
# Target sequence (O60755 1-299 limits assumed): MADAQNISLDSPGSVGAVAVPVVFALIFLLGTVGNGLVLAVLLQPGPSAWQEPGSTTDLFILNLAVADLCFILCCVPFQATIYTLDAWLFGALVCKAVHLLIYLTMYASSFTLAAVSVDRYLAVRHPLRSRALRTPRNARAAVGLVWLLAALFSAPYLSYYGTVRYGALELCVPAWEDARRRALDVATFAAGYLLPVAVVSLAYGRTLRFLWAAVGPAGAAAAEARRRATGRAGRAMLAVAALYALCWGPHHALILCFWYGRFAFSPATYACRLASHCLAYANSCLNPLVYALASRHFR
# IMP-1 inh: blocks Pseudomonas aeruginosa IMP-1 metallo-beta-lactamase | purified IMP-1, nitrocefin hydrolysis, epi-absorbance fluorescence | inhibition, % at 5.6 µM | hit rate 0.45% among 290,000;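 active = inhibition above the mean plus 3 SD of all compounds in the same screening run, cut at about 4.5% in these data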;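 also: 0% = IMP-1 with DMSO and 100% = DMSO wells lacking enzyme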
#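 system = purified recombinant IMP-1 beta-lactamase | amount = 0.2 nM IMP-1, as dispensed | medium = HEPES buffer pH 7.1 with ZnSO4 and Brij 35 | times = 25 °C, 15 min preincubation, 25 min reaction | detection = plate fluorescence quenching by hydrolysis product, ex 480/em 530 nm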
# VIM-2 inhibitor: blocks Pseudomonas aeruginosa VIM-2 metallo-beta-lactamase; purified VIM-2, nitrocefin hydrolysis, epi-absorbance fluorescence; inhibition, % at 5.6 µM; hit rate 0.89% among 290,000; AID 1527;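 active = inhibition above the mean of all tested compounds plus 3 SD, cutoff set per screening run, cut at about 7.5% in these data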;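 also: red hydrolysis product quenches plate fluorescence so inhibitors raise well fluorescence; 0% = enzyme with DMSO and 100% = DMSO without enzyme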
# V1R ag counter: V1a receptor agonism, counter-screen for OXTR agonists; P37288; CHO-V1R cells, Fluo-8 calcium fluorescence, agonist mode; 0% DMSO, 100% 3 nM vasopressin; activation, % at 3 µM; hit rate 0.25% among 320,000; AID 2797;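 active = activation above the mean activation of all tested compounds plus 3 SD, per screening run, cut at about 20% in these data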;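 also: signal is peak over basal fluorescence ratio across a 100 second FLIPR read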
# Target sequence (P37288 whole entry, looked up): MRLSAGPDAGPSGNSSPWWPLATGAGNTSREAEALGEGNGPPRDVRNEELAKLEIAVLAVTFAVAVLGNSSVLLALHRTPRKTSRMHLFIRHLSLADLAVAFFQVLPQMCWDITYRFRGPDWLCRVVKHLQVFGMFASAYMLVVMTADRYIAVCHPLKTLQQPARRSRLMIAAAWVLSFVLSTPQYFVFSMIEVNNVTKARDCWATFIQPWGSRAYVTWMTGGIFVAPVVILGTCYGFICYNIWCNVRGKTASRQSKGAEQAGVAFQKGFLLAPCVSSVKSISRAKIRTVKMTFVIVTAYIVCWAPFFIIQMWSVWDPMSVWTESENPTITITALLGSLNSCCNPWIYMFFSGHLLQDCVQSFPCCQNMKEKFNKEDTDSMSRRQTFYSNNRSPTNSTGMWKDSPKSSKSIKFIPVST
# OXTR agonist: agonists of human oxytocin receptor | AID 2435 | P30559 | hit rate 0.32% among 320,000 | activation, % at 3 µM | CHO-OTR cells, Fluo-8 calcium fluorescence; normalized: DMSO 0%, oxytocin 100%;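 active = activation above the mean of all tested compounds plus 3 SD, cutoff set per screening run, cut at about 20% in these data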;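 also: peak over basal fluorescence ratio from a 100 s FLIPR kinetic read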
# Target sequence (P30559 whole entry, looked up): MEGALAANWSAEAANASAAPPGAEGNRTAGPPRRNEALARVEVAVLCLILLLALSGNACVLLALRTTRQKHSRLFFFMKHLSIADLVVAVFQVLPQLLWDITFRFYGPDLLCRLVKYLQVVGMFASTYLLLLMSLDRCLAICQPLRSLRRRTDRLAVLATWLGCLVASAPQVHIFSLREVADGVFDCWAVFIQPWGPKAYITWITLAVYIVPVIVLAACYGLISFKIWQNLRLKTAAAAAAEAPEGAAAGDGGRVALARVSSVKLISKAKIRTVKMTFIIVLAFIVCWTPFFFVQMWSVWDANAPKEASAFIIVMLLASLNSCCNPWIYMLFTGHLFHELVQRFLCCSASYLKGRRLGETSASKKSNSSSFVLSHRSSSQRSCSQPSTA
# FID counter: displaces DNA intercalator in HCV helicase counter-screen; DNA fluorescent intercalator displacement, fluorescence; hit rate 0.17% among 290,000; AID 1845; inhibition, % at 7.9 µM; in the data active = inhibition above about 37%;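 also: 0% = vehicle and 100% = reference compound; higher means more ethidium bromide displaced from hairpin DNA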
# HCV NS3 hel inh: blocks Hepatitis C virus NS3 helicase unwinding; NS3 helicase DNA unwinding, Cy5 molecular beacon fluorescence; hit rate 0.56% among 290,000; inhibition, % at 10.9 µM;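 active = inhibition above the mean of all tested compounds plus 3 SD, set per campaign, cut at about 35% in these data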;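 also: 0% = DMSO wells and 100% = thioflavine S control wells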
#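 System: HCV NS3 helicase fragment; control set: DMSO and thioflavine S; technique: Cy5 fluorescence at 0 and 60 min, beacon hairpin quenching; reagent: beacon DNA duplex substrate plus ATP; replicates: singlicate; schedule: 1 h reaction at 25 °C, ATP-initiated; medium: MOPS buffer pH 6.5 with MgCl2, DTT, Tween20, BSA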
# Active calls of the source: *; . = no result given.
SMILES,GPR7 antagonist,PHOSPHO1 inh,GalR3 antag,IMP-1 inh,VIM-2 inhibitor,V1R ag counter,OXTR agonist,FID counter,HCV NS3 hel inh
O=C(N(c1ccccn1)c1ccccn1)C12CC3CC(CC(C3)C1)C2,-8,12,-7,-3.0,-2.7,-0.6,-0.7,-22,-11
CCOC(=O)c1cc(=O)c2c([N+](=O)[O-])ccc(OC)c2o1,-3,-1,2,-0.6,5.0,-0.2,0.1,0,-12
O=C(N/N=C/c1ccc(OC(F)F)cc1)C1=COCCO1,-4,2,-5,-3.7,-0.9,-0.3,-0.8,10,8
CCCc1cc(=O)[nH]c(SCC(=O)c2cc(C)n(CCOC)c2C)n1,-7,-6,-4,1.8,-2.5,0.3,-0.4,-16,3
COc1cc(/C=C/c2noc(-c3ccccc3O)n2)cc(OC)c1OC,-6,2,0,-2.7,-3.7,-0.1,-0.6,-3,-8
O=C(Cc1ccccc1)Nc1ccc(S(=O)(=O)N2CCOCC2)cc1,0,28,-8,-1.8,-1.2,3.8,4.1,-8,4
Cc1noc(C)c1S(=O)(=O)Nc1ccccc1Cl,-16,24,0,-1.5,-0.4,0.3,0.2,-4,1
Cc1cc(C)c2c(c1)/C(=N/Nc1ccc(S(N)(=O)=O)cc1[N+](=O)[O-])CCC2,4,13,-5,-3.7,-2.9,1.2,0.0,2,16
NC(=O)C1=C[C@H](c2ccc3c(c2)OCO3)C[C@H](OCc2ccc(CO)cc2)O1,-11,20,-1,-1.0,-0.6,1.9,1.4,-19,-4
O=C(Nc1ccc(Cl)cc1)OCc1cncs1,-6,-9,-3,-0.7,-3.0,9.0,3.7,0,0
COc1ccc(CCN(Cc2cccs2)S(=O)(=O)c2ccc(S(=O)(=O)N(C)C3CCCCC3)cc2)cc1OC,-9,-1,4,-2.8,-2.2,-0.2,0.0,1,8
O=C(NCCCc1ccccc1)c1ccc(CS(=O)Cc2ccccc2Cl)o1 (stereo unspecified),0,34,-7,-1.3,1.4,1.3,-0.9,-54,-2
CC(=O)Nc1ccc(NC(=O)c2cc(=O)c3ccc(C)cc3o2)cc1,0,-2,-11,-0.9,-1.3,-0.3,0.2,-17,-10
Cc1ccc(SCCNC(=O)c2ccccc2C)cc1,6,4,-2,0.9,-3.2,-1.7,-2.4,-9,-1
C=CCn1cnc2c(nnn2-c2ccc(C)c(C)c2)c1=O,-4,-1,-3,0.1,0.8,-0.1,-1.4,-6,2
CC1CCCCN1S(=O)(=O)c1cnc(Cl)c(Br)c1 (stereo unspecified),8,38,-3,-4.1,-1.8,-1.0,-2.8,8,15
CCOC(=O)CCC(=O)N1CCOCCOCCN(C(=O)CCC(=O)OCC)CCOCCOCC1,-4,14,0,-6.4,-2.2,-0.2,0.2,-19,13
O=c1c(Br)c(NCc2ccccc2)cnn1-c1ccc(F)cc1,-8,32,-3,-0.2,-0.1,-0.5,-0.3,-13,5
CCOC(=O)/C=C1\CN(CCC(C)C)S(=O)(=O)c2ccccc21,0,4,-5,-1.6,-2.8,-1.4,-1.3,-28,-10
O=C1CCSc2ccc(Cl)cc2N1Cc1cccc(Cl)c1,-13,11,-5,-2.9,-3.8,0.1,-1.0,-16,-8
O=C(NCCc1ccc(Cl)cc1)C1CCC(=O)N1Cc1ccc(F)cc1 (stereo unspecified),7,-5,2,-1.2,-2.5,-0.1,-0.2,-10,-3
Nc1nonc1-n1nnc(C(=O)N/N=C/c2ccccc2)c1CSc1ccc(Cl)cc1,-14,-7,-3,-2.6,-1.1,1.1,-0.2,-8,-6
Cc1ccc(-n2c(-c3c(-c4ccccc4)noc3C)n[nH]c2=S)cc1,-5,85*,-4,-0.7,-6.8,-0.7,0.2,-16,5
O=C(Nc1ccccc1F)c1ccc(CN2CCN(c3ccccc3)CC2)cc1,3,29,-10,-4.8,-3.0,2.9,0.5,-4,10
O=C(COC(=O)c1cc(=O)[nH]c(=O)[nH]1)NCc1ccccc1,6,11,-1,-5.6,-1.3,-0.2,1.8,7,1
c1ccc(-c2ccc(-c3ccccn3)s2)nc1,-3,20,-1,-2.4,-2.2,-0.9,-2.0,-8,-11
CCOC(=O)c1sc(C)c2c(=O)n(Cc3ccc(Cl)cc3)cnc12,-14,-12,-7,-2.9,-4.3,-0.2,0.6,-6,16
C#CCOc1nc(C)cc(C)c1S(=O)(=O)c1ccccc1C,3,16,-5,-5.0,-5.2,-1.2,-1.3,-6,-24
CS(=O)(=O)N1CCN(C(=O)c2cc(-c3ccncc3)nc3ccc(Cl)cc23)CC1,-6,-31,1,-4.3,-2.1,1.6,1.1,-12,0
COc1ccc(NS(=O)(=O)c2ccc3c(c2)CCN3C(=O)CCC(=O)O)cc1OC,10,6,-14,-2.2,2.9,2.0,1.7,-18,16
O=C(CSc1nc2ccccc2n1CC(=O)N1CCCC1)NCc1ccc2c(c1)OCO2,2,16,3,-1.9,-2.7,0.1,0.4,-20,3
O=S(NC1CCCCC1)C12CC3CC(CC(C3)C1)C2 (stereo unspecified),-6,-4,-6,-1.8,-1.7,-0.1,-1.5,-21,-3
CN(CC(=O)Nc1ccc(N2CCOCC2)cc1)CC(=O)Nc1ccc(N2CCOCC2)cc1,5,25,-1,-1.3,-0.6,-0.3,0.6,-34,2
O=C1c2cccnc2C(=O)N1Cc1ccc(S(=O)(=O)N2CCN(c3ccc(Cl)cc3)CC2)cc1,-10,48,-9,2.2,8.5*,0.1,-0.6,-66,3
O=C1c2ccccc2C(Nc2cccnc2)N1Cc1ccccc1Cl (stereo unspecified),-4,-6,.,-1.9,-0.2,-0.2,-1.2,-16,25
CC1(C)C2CCC(C2)C1(C)NC(=O)CN1CCCC1 (stereo unspecified),-1,19,-3,-2.5,-0.5,2.1,-0.1,4,13
COc1cccc(C(c2c(NC(=O)c3ccccc3)sc(C)c2C)N2CCN(C)CC2)c1 (stereo unspecified),-6,-4,-5,-3.0,-0.4,0.5,-1.7,6,-41
CC(=O)Oc1ccc(Cn2cnc3cc4ccccc4cc32)cc1,3,-14,-4,5.5*,0.1,5.0,7.0,-24,-9
Cc1nnc(N(C)C(=O)c2ccc3c(c2)OCO3)s1,2,20,-2,0.6,-2.8,0.3,0.0,3,3
COc1ccc(CCC(N)=O)cc1OC,-13,22,0,-0.4,-3.3,0.8,0.1,2,0
c1cc(-c2nn[nH]n2)ccc1CN1CCCCC1,0,25,1,-4.0,-2.5,0.5,0.9,1,2
COc1cc(COc2ccc3c(C)c(CCC(=O)O)c(=O)oc3c2)cc(OC)c1OC,1,6,-8,-1.6,-1.4,-0.1,-0.5,-31,11
Cc1cc(C(=O)CC#N)c(C)n1-c1c(C)n(C)n(-c2ccccc2)c1=O,-6,17,-1,-3.0,-5.1,1.7,1.3,-25,12
CCOC(=O)c1ccc(NC(=S)Nc2ccc3[nH]c(=O)[nH]c3c2)cc1,-5,-4,4,-1.5,0.9,0.3,-0.5,0,-2
COc1cccc(NC(=O)COC(=O)c2ccc(F)cc2F)c1,0,2,-4,-0.6,-0.6,2.0,-0.2,-1,-5
CCOC(=O)COc1cc(OCC(=O)OCC)c2c3c(c(=O)oc2c1)CCCC3,-17,24,-12,-2.2,9.4*,.,.,-31,-10
CCn1c(=N)n(CC(=O)c2ccc(Cl)c(Cl)c2)c2ccccc21,-11,37,-9,-2.4,-3.5,-0.6,-1.7,3,-34
Cc1occc(=O)c1OCc1c(F)cccc1Cl,-14,16,-3,-5.0,-1.4,0.8,-0.1,-7,6
CC1=C(C)C(c2ccccc2)NC(=S)N1 (stereo unspecified),0,-9,-3,-2.1,-2.1,0.3,0.4,-1,-5
Cc1cc(C)n2nc(SCCOc3ccc(F)cc3)nc2n1,-6,-15,-4,-2.7,0.0,-0.4,-0.9,-15,7
CN(C)/C=C/C(=O)C(F)(F)F,-12,36,-7,-2.0,-1.7,1.8,1.1,1,9
C=CCOc1nc2sc(C)c(C)c2c(=O)n1-c1ccccc1,-8,55,-4,-3.5,-1.2,.,.,-16,-3
Cc1cc(=O)oc(C)c1C(=O)N1CCN(c2ccc(F)cc2)CC1,-12,14,-4,1.1,-1.9,0.0,0.0,-3,10
COc1ccc(C2Nc3ccccc3C(=O)N2NC(C)=O)c(OC)c1 (stereo unspecified),-9,9,-12,-1.3,-1.4,0.0,0.2,-8,-1
O=C1NCCCC1C(=O)N/N=C/c1ccc([N+](=O)[O-])cc1 (stereo unspecified),-7,32,-2,-2.1,-2.2,-1.3,-0.4,0,-16
CCC(C)(C)NC(=O)C(c1ccc(F)cc1)N(Cc1ccco1)C(=O)c1snc(C(N)=O)c1N (stereo unspecified),-7,3,-3,-0.6,0.9,2.0,-2.6,-26,-5
C/C(=N\NC(=O)C(=O)Nc1cccc(Cl)c1C)c1ccncc1,-4,-2,-2,-2.5,-2.6,5.5,5.5,-3,-3
COc1ccc(Cl)cc1C(=O)Nc1cccc2ncccc12,-15,8,-6,-2.9,-1.6,1.8,-1.6,-12,13
COc1ccc(S(=O)(=O)N2CCOCC2)c(Cl)c1Cl,-11,-13,-1,-3.4,-0.4,0.3,2.1,-4,0
COC(=O)CNC(=O)Cn1cnc2sc(C)c(S(=O)(=O)N3CCC(C)CC3)c2c1=O,-1,22,-2,-2.7,-2.4,0.4,-0.6,-13,24

# Looked up one by one from above (three):
SMILES,GPR7 antagonist,PHOSPHO1 inh,GalR3 antag,IMP-1 inh,VIM-2 inhibitor,V1R ag counter,OXTR agonist,FID counter,HCV NS3 hel inh
CCn1c(=N)n(CC(=O)c2ccc(Cl)c(Cl)c2)c2ccccc21,-11,37,-9,-2.4,-3.5,-0.6,-1.7,3,-34
Cc1cc(=O)oc(C)c1C(=O)N1CCN(c2ccc(F)cc2)CC1,-12,14,-4,1.1,-1.9,0.0,0.0,-3,10
COc1ccc(Cl)cc1C(=O)Nc1cccc2ncccc12,-15,8,-6,-2.9,-1.6,1.8,-1.6,-12,13

# Further records.
SMILES,GPR7 antagonist,PHOSPHO1 inh,GalR3 antag,IMP-1 inh,VIM-2 inhibitor,V1R ag counter,OXTR agonist,FID counter,HCV NS3 hel inh
COC(=O)c1cccc(Nc2nc(-c3cccnc3)nc3ccccc23)c1,-11,24,-7,-1.7,0.3,-2.0,-2.2,-13,0
Cc1nc(NCCc2ccccc2)sc1C(=O)O,2,0,-7,-2.7,-1.9,-1.1,-0.9,-7,-1
Cc1c(C)c2ccc(OC(C)C(=O)NCCCN3CCOCC3)c(C)c2oc1=O (stereo unspecified),-3,24,-7,0.7,8.6*,0.8,0.2,12,2
Cc1[nH]c(=S)c(C#N)c(C)c1Cc1ccccc1,-11,-73,-3,-3.3,-3.2,2.6,1.2,-4,8
COc1cc(C(=O)Nc2sc3c(c2C#N)CCN(C(C)=O)C3)cc(OC)c1OC,2,26,3,1.0,2.4,0.0,0.3,-23,2
O=C(CN1CCN(Cc2ccccc2)CC1)Nc1ccc(Cl)cn1,-5,0,-4,-1.2,-0.9,-0.1,0.6,-4,1
CCOc1cc(-c2conc2N)cc(OCC)c1OCC,-9,-26,-8,1.2,-0.5,-1.8,-1.8,-16,7
CN1CCN(C(=O)CN(C)S(=O)(=O)c2ccc3ccccc3c2)CC1,-6,-17,-3,-1.6,-2.6,0.7,-0.4,-4,13
